Source: PubChem (MTDP)
RNase H inhibition: RNase H inhibition, HIV 1 Gag Pol polyprotein, FRET biochemical assay, screening (AID 372). HIV-1 RT RNase H, FRET RNA/DNA substrate fluorescence; higher % means a stronger effect. inhibition, % at 10 µM, or IC50 in µM where a hit was titrated. 0.77% of 100,000 active; in the data active = inhibition above about 50%
The depositor's hits bear a star. These rows are one share of the data, so the mix of outcomes need not match the whole.

compound,RNase H inhibition
CCOCCOC(=O)C1=C(C)NC2=C(C(=O)CC(c3ccc(Cl)cc3)C2)C1c1ccc(Cl)cc1 (centres undefined),15%
Fc1cccc(C[n+]2csc3ccccc32)c1,4%
CC(=O)Nc1cc(-c2ccc(C)cc2)nn1Cc1ccccc1,22%
CCOC(=O)c1c(NC(=O)COc2ccccc2Cl)sc2c1CCCC2,13%
Cc1ccc(S(=O)(=O)NC(=NC(Cc2ccccc2)C(=O)O)c2ccccc2)cc1 (centres undefined),1%
COc1ccc(Cl)cc1Nc1nc(-c2sc(N)nc2C)cs1,46%
COc1ccc(N/C(C)=C/C2=[N+](c3ccccc3)C(C)(O)CS2)cc1 (centres undefined),11%
Cc1ccc(O)c(/C=N/n2cnnc2)c1,23%
COc1ccc(C(=O)COC(=O)c2ccccc2N2C(=O)C3C4C=CC(C5CC45)C3C2=O)cc1 (centres undefined),7%
Cc1ccc(-c2ccc(OCC(=O)Nc3ccccc3C(N)=O)cc2)cc1,36%
C(=N/Nc1nc2ccccc2o1)/c1ccc(N2CCOCC2)cc1,20%
O=C(c1ccc(F)cc1)N1CCN(Cc2ccccc2)CC1,2%
Oc1ccc2ccccc2c1/C=N/c1ncc(Br)cc1Br,5%
Cn1ncc(Br)c1C(=O)Nc1cccc(C(F)(F)F)c1,7%
CCOc1ccc(N2C(=O)NC(=O)/C(=C\c3cc(Cl)c(O)c(Cl)c3)C2=O)cc1,16%
COc1ccccc1NC(=O)C1=C(C)NC(=O)NC1c1cc(C)cs1 (centres undefined),0%
COc1ccc(CCNC(=O)C(=O)NCC2CCCO2)cc1OC (centres undefined),2%
COc1ccc(CN2CCN(C/C=C/c3ccccc3)CC2)c(C)c1C,7%
CCOC(=O)C1CCN(C(=O)CC(c2ccccc2)c2ccccc2)CC1,12%
COc1cc(/C=C(\C#N)C(=O)NC2CCCCC2C)ccc1C (centres undefined),8%
CC(=O)/C(=N/Nc1ccccc1)N1CCOCC1,9%
COC(=O)c1ccc(C=Nc2cc(C(C)(C)C)ccc2O)cc1,4%
C=CCNc1nc(-c2ccncc2)cs1,0%
C=CCNC(=O)/C(=C/c1ccc(C)cc1)NC(=O)c1ccc(C)cc1,0%
CCn1c(O)c(N=NC(=O)c2ccccc2[N+](=O)[O-])c2ccccc21,12%
COc1ccc(NC(=O)CN(c2ccc(Cl)c(C(F)(F)F)c2)S(C)(=O)=O)cc1OC,11%
CC(C)c1ccc(NC(=O)CSCc2ccccc2Cl)cc1,26%
COc1ccc(/C=C(\C#N)c2nc(-c3ccc(F)cc3)cs2)cc1,11%
CCOC(=O)C1=C(C)N(C)C(=O)NC1c1cc(OC)ccc1OC (centres undefined),0%
O=C(O/N=C/c1ccc([N+](=O)[O-])cc1)c1cccs1,1%
COCCOC(=O)C1=C(C)NC2=C(C(=O)CC(c3ccc(Cl)cc3)C2)C1c1ccccc1F (centres undefined),0%
Cc1c(C(c2cccc(F)c2)c2c(C)n(C)n(-c3ccccc3)c2=O)c(=O)n(-c2ccccc2)n1C,16%
O=C1CN(C(=O)c2ccc(Cl)c([N+](=O)[O-])c2)c2ccccc2N1,14%
O=C(NC1C2CC3CC(C2)CC1C3)c1ccc(I)cc1 (centres undefined),2%
CCOc1ccc2c(c1)-c1c(sn(-c3ccc(CC)cc3)c1=S)C(C)(C)N2,19%
Cc1ccc(-n2[nH]c(C)c(C=Nc3cc([N+](=O)[O-])ccc3O)c2=O)cc1C,0%
COc1cc2c(cc1OC)C(c1ccc(O)cc1)N(C1CC(=O)N(c3ccccc3)C1=O)CC2 (centres undefined),16%
COc1ccc(CCNC(=O)C(=O)Nc2cccc(Cl)c2)cc1OC,15%
Cc1cc(Cl)ccc1OCC(=O)O/N=C(\N)c1cccnc1,18%
COc1ccccc1CNC(=O)c1cccc(I)c1,8%
COc1cc(OC)c(/C=N/NC(=O)CNc2ccc(C)cc2C)cc1Br,10%
COCCCNC(=O)/C(=C\C=C\c1ccccc1)NC(=O)c1ccccc1,0%
Cc1cc(C)nc(SCc2ccccc2F)n1,40%
Cc1cc(C)cc(Nc2cc(=O)n(C)c(=O)n2C)c1,0%
Cc1cc(C=NNC(=O)CC#N)c(C)n1-c1ccc([N+](=O)[O-])cc1,17%
COc1cc([N+](=O)[O-])ccc1-c1ccc(C(=O)Nc2ccc(NC(C)=O)cc2)o1,26%
CCCOc1cccc(C(=O)Nc2cccc(NC(=O)c3ccco3)c2)c1,7%
O=[N+]([O-])c1ccc2c(c1)C=C1CCCCC1(NCc1ccccc1)O2 (centres undefined),13%
O=C(Cc1c(O)c2ccccc2[nH]c1=O)NCc1ccc(Cl)cc1,7%
CC(=C/c1ccc(C(C)C)cc1)/C=N/NC(=O)c1cccc(N2CCCC2=O)c1,1%
CCOC(=O)C1(C)C=C(Nc2ccc(S(=O)(=O)Nc3nccs3)cc2)C(=O)N1c1ccccc1 (centres undefined),7%
Cc1cc2nn(-c3ccc(Cl)cc3)nc2cc1NC(=O)c1ccc(Br)o1,10%
O=C1/C(=C\c2cc(Cl)ccc2O)SC(=S)N1Cc1ccccc1,16%
CN1CCN(Cn2c(O)c(N=NC(=O)c3ccncc3)c3ccccc32)CC1,6%
COc1ccc(/C=N/OCC(=O)N=Nc2c(O)n(CN(C)C)c3ccc(Br)cc23)cc1,8%
COc1ccc(C(=O)CCNc2ccc3c(c2)OCCO3)cc1,5%
CCOC(=O)c1ccccc1NC(=O)c1ccccc1[N+](=O)[O-],1%
COc1cc(Br)cc(/C=N/Nc2ccc([N+](=O)[O-])cc2)c1O,11%
COC(=O)c1cccc(N2C(=O)C=CC2=O)c1,2%
COc1ccc(/C=C(\C#N)c2nc(-c3ccc(C)cc3)cs2)cc1,14%

(cont.)
compound,RNase H inhibition
CC(=O)N(c1cccc(C)c1)S(=O)(=O)c1ccc(Cl)cc1,11%
CN=C(Nc1ccccc1OC)SC1CC(=O)N(c2ccccc2F)C1=O (centres undefined),5%
O=C1/C(=C/c2cc(Cl)cc(Br)c2O)SC(=Nc2ccccc2)N1c1ccccc1,34%
Cc1cc(C)cc(OCCNC(=O)c2ccccc2Br)c1,4%
O=C(O)COc1ccc(/C=C2\C(=O)NC(=O)N(c3cccc(Br)c3)C2=O)cc1,9%
Cc1ccccc1NC(=O)c1ccc(OCC(C)C)cc1,19%
CCN(CC)C(=O)c1c(F)cccc1F,0%
O=C(NCC1c2ccccc2CCN1C(=O)c1cccs1)C1CCCCC1 (centres undefined),8%
COc1cccc(N=Cc2cccc(OC)c2O)c1,2%
COc1ccc2ccccc2c1C=Nc1ccc(Cl)c([N+](=O)[O-])c1,32%
Cc1onc(-c2c(Cl)cccc2Cl)c1C(=O)Nc1nc(-c2ccc3ccccc3c2)cs1,13%
O=C(c1ccc(F)cc1)N1CCN(c2cc(N3CCCC3)c(F)cc2[N+](=O)[O-])CC1,18%
COc1ccc(-c2cc(C(=O)Nc3sc4c(c3C#N)CCCCC4)c3ccccc3n2)cc1OC,7%
O=C(NC(=S)Nc1ccc(N2CCCC2)cc1)c1ccccc1I,0%
Cc1cccc(NC(=O)/C(C#N)=C\c2cc(C)n(-c3ccc(C(=O)O)cc3)c2C)c1,31%
O=C(Cc1ccccc1)N/N=C/c1c(Br)cc(Br)c(O)c1Br,4%
CCOc1ccc(N2C(=O)/C(=C/c3ccc(O)c(OC)c3)SC2=S)cc1,32%
CC(=O)CC1(O)C(=O)N(Cc2ccccc2)c2ccccc21 (centres undefined),4%
C/C(=N\NC(=O)c1ccccc1O)c1ccncc1,5%
Cc1ccc(S(=O)(=O)N(CC(=O)Nc2ccccc2F)c2cccc(Br)c2)cc1,2%
CC1CCN(c2cccc3c2C(=O)c2ccccc2C3=O)CC1,17%
Cc1ccc(NC(=O)c2sc3ccccc3c2Cl)cc1[N+](=O)[O-],47%
COc1ccc(CNc2ccccc2)cc1C,7%
CCOC(=O)C1=C(C)N=c2s/c(=C\c3c4ccccc4cc4ccccc34)c(=O)n2C1c1ccccc1Cl (centres undefined),17%
COc1ccc(-c2cc(-c3ccccc3)nc(-c3ccc(C)o3)c2)cc1,16%
Cc1ccc(/C(O)=C2\C(=O)C(=O)N(c3ccc(O)cc3)C2c2cccc(F)c2)cc1 (centres undefined),2%
CC1=C(C(=O)Nc2ccccc2C)C(c2ccc(Cl)cc2Cl)NC(=O)N1 (centres undefined),7%
O=C(NCc1ccc2c(c1)OCO2)c1sc2ccccc2c1Cl,12%
COc1cccc(C(=O)Nc2ccccc2C(F)(F)F)c1,11%
CC(=O)C1=C(O)C(=O)NC1c1cccc([N+](=O)[O-])c1 (centres undefined),0%
CN(C)c1ccc(NC(=O)c2ccc(Cl)cc2)cc1,7%
Cc1ccc(C2C3=C(CC(C)(C)CC3=O)OC3=C2C(=O)CC(C)(C)C3)o1,4%
O=C(O)CSc1nnc(-c2ccc(Cl)cc2)n1-c1ccccc1,10%
CC1=C(C(=O)OC2CCCCC2)C(c2cccnc2)C2=C(CCCC2=O)N1 (centres undefined),9%
COc1ccc(C(=O)NC(=S)Nc2ccc(-c3nc4ccccc4o3)c(O)c2)cc1Br,21%
O=C1C(=C2CCCCC2)SC(=S)N1Cc1ccco1,21%
O=C1CC(c2ccc(Cl)cc2)CC2=C1C(c1cc3c(cc1Br)OCO3)Nc1ccccc1N2 (centres undefined),12%
CC(=O)CC(=O)Nc1ccc(Nc2ccccc2)cc1,0%
CCOC(=O)C(=CNc1ccc(C(C)C)cc1)C(=O)OCC,15%
CCCOc1ccc(C(=S)N2CCN(c3cccc(C)c3)CC2)cc1,9%
O=S(=O)(c1ccc(Br)c2ccccc12)N1CCN(C(c2ccccc2)c2ccccc2)CC1,0%
COc1cc(C=NN2CCN(C3c4ccccc4-c4ccccc43)CC2)cc(Br)c1O,3%
NC(N)=NS(=O)(=O)c1ccc(N/C=C\C(=O)c2ccc(F)cc2)cc1,17%
CC1(C(=O)NCc2cccs2)CC1(Br)Br (centres undefined),1%
CCC(C)c1ccc(NS(=O)(=O)c2cc(Cl)ccc2Cl)cc1 (centres undefined),15%

Gathered by group: the compounds so far with two or more sulfur atoms
compound,RNase H inhibition
COc1ccc(Cl)cc1Nc1nc(-c2sc(N)nc2C)cs1,46%
CCOc1ccc2c(c1)-c1c(sn(-c3ccc(CC)cc3)c1=S)C(C)(C)N2,19%
CCOC(=O)C1(C)C=C(Nc2ccc(S(=O)(=O)Nc3nccs3)cc2)C(=O)N1c1ccccc1 (centres undefined),7%
O=C1/C(=C\c2cc(Cl)ccc2O)SC(=S)N1Cc1ccccc1,16%
CCOc1ccc(N2C(=O)/C(=C/c3ccc(O)c(OC)c3)SC2=S)cc1,32%
O=C1C(=C2CCCCC2)SC(=S)N1Cc1ccco1,21%

The results go on.
compound,RNase H inhibition
O=c1cc(-c2ccccc2)nc2cc(-c3cccc(Cl)c3)[nH]n12,6%
CCOC(=O)C1=C(C)N=c2s/c(=C\c3ccc(OCc4ccccc4Cl)c(OCC)c3)c(=O)n2C1c1ccc(N(C)C)cc1 (centres undefined),2%
Cc1cccc(CC2CC(=O)N(c3ccc4ccccc4n3)C2=O)c1 (centres undefined),0%
CCOc1ccccc1OCCOc1ccc(Cl)cc1Cl,23%
COc1ccc(CCN=CC2=C(O)CC(C)(C)CC2=O)cc1,5%
COc1ccc(CC(=O)Nc2ccc(C(C)=O)cc2)cc1OC,0%
Cc1cc(Br)ccc1S(=O)(=O)NCc1ccccc1,4%
CC1(C)CC(=O)c2cc(-c3ccccc3)n(-c3ccccc3)c2C1,24%
COc1ccccc1NC(=O)c1ccc(-c2ccc(Cl)cc2)o1,18%
CN1c2ccccc2C(C)(C)C12C=Cc1cc(C=O)ccc1O2 (centres undefined),16%
COc1ccc(N/C(C)=C/C(=S)Nc2ccccc2)cc1,3%
COCCOC(=O)C1=C(C)NC2=C(C(=O)CC(c3ccc(Cl)cc3)C2)C1c1cc(Cl)c(O)c(OC)c1 (centres undefined),23%
O=C(Nc1ccc(N2CCCCC2)cc1)c1cccs1,3%
CC(=O)c1cccc(N2CN=c3s/c(=C\c4ccco4)c(=O)n3C2)c1,2%
Cc1nnc(SCC(=O)N2c3cc(C)c(C)cc3-c3c(ssc3=S)C2(C)C)s1,16%

By substructure: the entries above containing a CF3 group (3)
compound,RNase H inhibition
Cn1ncc(Br)c1C(=O)Nc1cccc(C(F)(F)F)c1,7%
COc1ccc(NC(=O)CN(c2ccc(Cl)c(C(F)(F)F)c2)S(C)(=O)=O)cc1OC,11%
COc1cccc(C(=O)Nc2ccccc2C(F)(F)F)c1,11%

Next part.
compound,RNase H inhibition
O=C1NC(=O)C(=Cc2ccc(-c3cc(Cl)c([N+](=O)[O-])cc3Cl)o2)C(=O)N1,49%
COc1ccc(-n2nnnc2-c2ccccc2)cc1,1%
Cc1ccc(S(=O)(=O)N(CC(=O)Nc2ccccc2C(F)(F)F)c2cc(C)cc(C)c2)cc1,9%
COc1ccc(Cl)cc1N=Cc1ccc(O)cc1,7%
CCN(CC)CCOCCOc1ccc(Cl)cc1Cl,6%
FC(F)(F)c1ccccc1C1CC(c2ccc(Br)cc2)=NN1c1ccccc1 (centres undefined),9%
CCOC(=O)C1=C(C)N=c2s/c(=C\c3ccc(I)cc3)c(=O)n2C1c1ccc(N(C)C)cc1 (centres undefined),16%
O=C(CSc1nc2ccccc2n1Cc1ccccc1)N/N=C/c1ccc(Br)cc1,23%
O=c1c2c(nc3cc(-c4cccc(Cl)c4)[nH]n13)CCCC2,14%
O=C(O)CCCC(=O)N1N=C(c2ccc(Br)cc2)CC1c1ccco1 (centres undefined),28%
CN(C)c1cccc(NC(=O)c2ccccc2-c2ccccc2)c1,3%
CCOC(=O)c1c(NC(=S)Nc2ccccc2)sc2c1CCN(CCc1ccccc1)C2,12%
